bIAP activator – bovine intestinal alkaline phosphatase activators, primary screen, biochemical, bovine IAP, CDP-star luminescence; actives 0.17% (n = 200,000); alkaline phosphatase, intestinal [Bos taurus]; purified bovine IAP, 30 min; active compounds read high; fold of DMSO-control signal, blank-subtracted; AID 1016, 2008; activation factor at 20 µM;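 active means activation factor of 2 or more at 20 µM, a signal rise over negative controls twice the positive control's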
STAT3 act – IL-6 driven STAT3 reporter potentiators, primary screen, U3A cells, luciferase, luminescence, MLSCN library | IL-6 STAT3-luciferase reporter; 100% = signal with IL-6 EC80 alone | activation (% of control), % at 5.6 µM | actives 0.91% (n = 190,000);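 active means activation above the screen-wide mean of compound activation plus 3 SD, cut at about 130% in these data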;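 further: 0% = background luminescence of wells with medium and substrate only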
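Detection: reporter luminescence signal / Assay system: STAT1-lacking human U3A cells, STAT3 luciferase reporter / Incubation: compound pre-incubation 1 h before IL-6, then 6 h stimulation at 37 °C / Control set: IL-6-only high control / Read-out: % activation relative to IL-6 control / Probe or stimulus: Interleukin-6, 33 ng/mL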
PPARg SRC-2 ag – agonists of PPARg-SRC-2 recruitment, primary screen, biochemical, HTS; Peroxisome proliferator-activated receptor gamma (Homo sapiens), P37231; PPARgamma LBD-SRC-2 recruitment; activation, % at 8 µM; actives 0.34% (n = 200,000); in the data active means activation above about 22%;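 further: 0% = vehicle and 100% = reference agonist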
STAT3 blocker – IL-6 driven STAT3 reporter inhibitors, primary screen, U3A cells, luciferase, luminescence, MLSCN library; actives 0.89% (n = 190,000); inhibition, % at 5.5 µM; AID 862, 2007; IL-6 STAT3-luciferase reporter; host cell line lacks STAT1;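 active means inhibition above the mean inhibition across all screened compounds plus 3 SD, cut at about 44% in these data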;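 further: 0% = DMSO only wells and 100% = 100 µM nifuroxazide control wells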
ROMK primary – ROMK potassium channel modulators, primary screen, cell-based, thallium flux, MLSMR library; ATP-sensitive inward rectifier potassium channel 1 (Homo sapiens), P48048; Tet-inducible ROMK, thallium flux fluorescence; actives lie on both sides; B-score at 10 µM; actives 2% (n = 130,000); AID 1918, 2009;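 active means signal ratio slope over the read window, or its plate-corrected B-score, at least 3 SD from the plate mean, either direction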;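 further: B-score of the F/F0 ratio slope over 7 to 12 s after thallium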
Target sequence (P48048 whole entry, looked up): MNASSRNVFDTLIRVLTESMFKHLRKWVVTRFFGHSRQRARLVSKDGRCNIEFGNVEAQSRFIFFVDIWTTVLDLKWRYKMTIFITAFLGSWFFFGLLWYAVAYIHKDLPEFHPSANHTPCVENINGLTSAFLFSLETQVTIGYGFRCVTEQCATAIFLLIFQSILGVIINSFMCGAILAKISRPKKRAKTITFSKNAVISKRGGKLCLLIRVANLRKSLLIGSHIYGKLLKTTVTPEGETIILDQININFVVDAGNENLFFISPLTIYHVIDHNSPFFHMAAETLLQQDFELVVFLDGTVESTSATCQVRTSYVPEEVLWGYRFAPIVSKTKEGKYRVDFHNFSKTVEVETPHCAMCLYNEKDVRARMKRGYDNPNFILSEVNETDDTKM
TNAP act hiacc – TNAP activators at high phosphate acceptor level, primary screen, biochemical, luminescence, uHTS. Alkaline phosphatase, tissue-nonspecific isozyme (Homo sapiens), P05186. purified TNAP, CDP-star luminescence, 1 M DEA, 30 min; active compounds read high; 0 = EDTA background, 1 = DMSO-only activity. activation factor at 20 µM. 200,000 tested, under 10 active. AID 1136, 2008;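 active means activation factor at least 2 at 20 µM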
Target sequence (P05186 whole entry, looked up): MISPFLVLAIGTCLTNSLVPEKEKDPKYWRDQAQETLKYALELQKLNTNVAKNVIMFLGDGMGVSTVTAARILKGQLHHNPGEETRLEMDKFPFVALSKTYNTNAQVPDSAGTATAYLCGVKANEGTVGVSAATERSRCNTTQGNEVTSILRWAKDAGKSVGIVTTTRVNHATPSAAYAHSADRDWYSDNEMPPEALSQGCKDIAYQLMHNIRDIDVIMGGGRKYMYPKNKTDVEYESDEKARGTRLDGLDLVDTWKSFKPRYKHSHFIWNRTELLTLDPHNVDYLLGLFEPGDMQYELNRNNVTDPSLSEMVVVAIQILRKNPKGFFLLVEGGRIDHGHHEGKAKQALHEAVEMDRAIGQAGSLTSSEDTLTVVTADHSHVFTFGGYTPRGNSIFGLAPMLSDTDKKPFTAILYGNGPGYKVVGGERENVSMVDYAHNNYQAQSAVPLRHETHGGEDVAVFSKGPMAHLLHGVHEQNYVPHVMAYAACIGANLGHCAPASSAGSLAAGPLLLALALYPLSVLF
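Control set: EDTA negative control, DMSO positive control / Assay system: human TNAP / Quantity: TNAP 1/800 final / Evaluation: TNAP activation factor scaled between EDTA and DMSO control wells / Measured by: luminescent substrate turnover signal / Compound dosing: one dose, 20 µM / Times: 30 min enzyme reaction at room temperature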
bIAP inh – bovine intestinal alkaline phosphatase inhibitors, primary screen, selectivity assay for TNAP inhibitor project, biochemical, bovine IAP, CDP-star luminescence | 190,000 tested, under 10 active | purified bovine IAP, 30 min | AID 1019, 2008 | alkaline phosphatase, intestinal [Bos taurus] | inhibition, % at 20 µM;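 active means over 50% inhibition of intestinal alkaline phosphatase at 20 µM in the single-dose screen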
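Assay system – bovine IAP enzyme · Quantity – bovine IAP at 1/65,000,000 final dilution · Detection – CDP-star luminescence signal · Times – 30 min reaction at room temperature · Also added – CDP-star substrate at 30 µM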
STAT1 blocker – STAT1 signaling inhibitors, primary screen, cell-based, HTS, luciferase reporter. NIH 3T3 STAT1-luciferase reporter, IFN-gamma, luminescence. inhibition, % at 5.5 µM. actives 0.35% (n = 200,000). AID 920, 2007;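 active means inhibition above a set limit, the mean inhibition across all tested compounds plus 3 SD, cut at about 34% in these data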;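 further: 0% = IFN-gamma with DMSO and 100% = IFN-gamma with 300 µM nifuroxazide; values of inactives mirror those of a sister screen read the other way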
PPARg SRC-1 ag – PPARgamma agonists recruiting SRC-1 coactivator, primary screen, biochemical | PPARgamma-SRC-1 coactivator recruitment biochemical assay | activation, % at 8 µM | actives 0.41% (n = 200,000); in the data active means activation above about 19%;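 further: 0% = DMSO and 100% = reference agonist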
PPARg SRC3 recr – PPARgamma agonists recruiting SRC-3 coactivator, primary screen, biochemical; Peroxisome proliferator-activated receptor gamma (Homo sapiens), P37231; actives 0.26% (n = 200,000); biochemical PPARgamma/SRC-3 coactivator recruitment assay; activation, % at 8 µM; in the data active means activation above about 23%;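 further: 0% = DMSO and 100% = reference agonist; some compounds past the cut are filed as inactive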
TR-FRET SRC-2 ct – TR-FRET signal artefacts, primary screen, artefact control for PPARgamma SRC-2 agonist project, biochemical; TR-FRET artefact counter-screen; active compounds read high; TR-FRET ratio at 8 µM; actives 0.4% (n = 200,000); AID 1049, 2008; in the data active means TR-FRET ratio above about 2000; further: inactives centre near 1500
Starred values were filed as active, the others as inactive.

`Cc1cccc(C(=O)Nc2ccccc2SCC2CSc3nc4ccccc4c(=O)n32)c1` (centres undefined) gave bIAP activator 1, STAT3 act 95, PPARg SRC-2 ag -3, STAT3 blocker 10, TNAP act hiacc 1, bIAP inh -3, STAT1 blocker 3, PPARg SRC-1 ag -10, PPARg SRC3 recr -9 and TR-FRET SRC-2 ct 1433.
COC(=O)C1=C(C)NC(=O)C1(Nc1nccs1)C(F)(F)F (centres undefined) was read as bIAP activator 0.8, STAT3 act 106, PPARg SRC-2 ag 12, STAT3 blocker -6, ROMK primary 0.45, TNAP act hiacc 1, bIAP inh 16, STAT1 blocker 1, PPARg SRC-1 ag 1, PPARg SRC3 recr -5 and TR-FRET SRC-2 ct 1501.
Cc1c(Cl)c([N+](=O)[O-])nn1CCCC(=O)NCCc1ccccc1 was read as bIAP activator 1, STAT3 act 104, PPARg SRC-2 ag 7, STAT3 blocker 1, ROMK primary -2.1, TNAP act hiacc 1.1, bIAP inh 2, STAT1 blocker -11, PPARg SRC-1 ag 2, PPARg SRC3 recr 4 and TR-FRET SRC-2 ct 1612.
O=C(Cn1nnc(-c2ccccc2)n1)NCc1ccc2c(c1)OCO2 was read as bIAP activator 1, STAT3 act 109, PPARg SRC-2 ag 1, STAT3 blocker -4, TNAP act hiacc 1, bIAP inh 2, STAT1 blocker -4, PPARg SRC-1 ag -3, PPARg SRC3 recr 0 and TR-FRET SRC-2 ct 1419.
For COc1ccc(C2=NCCc3cc(OC)c(OC)cc32)cc1 the results were bIAP activator 0.9, STAT3 act 88, PPARg SRC-2 ag 21, STAT3 blocker 12, ROMK primary 1.2, TNAP act hiacc 1, bIAP inh 7, STAT1 blocker 5, PPARg SRC-1 ag 2, PPARg SRC3 recr 4 and TR-FRET SRC-2 ct 1565.
N/C(=N\OC(=O)COc1ccc2ccccc2c1Br)c1cccnc1 was read as bIAP activator 0.9, STAT3 act 85, PPARg SRC-2 ag 14, STAT3 blocker 23, ROMK primary 0.74, TNAP act hiacc 1, bIAP inh 5, STAT1 blocker 4, PPARg SRC-1 ag 4, PPARg SRC3 recr 7 and TR-FRET SRC-2 ct 1797.
For Cc1ccccc1-n1c(C)nnc1SCC(=O)NCC1CCCO1 (centres undefined) the results were bIAP activator 1, STAT3 act 100, PPARg SRC-2 ag 6, STAT3 blocker 5, TNAP act hiacc 1, bIAP inh 3, STAT1 blocker 11, PPARg SRC-1 ag 1, PPARg SRC3 recr 7 and TR-FRET SRC-2 ct 1580.
Screening Cc1nc(Cl)c2oc3ccccc3c2n1 returned bIAP activator 0.9, STAT3 act 105, PPARg SRC-2 ag 0, STAT3 blocker -4, TNAP act hiacc 1, bIAP inh 13, STAT1 blocker -4, PPARg SRC-1 ag 2, PPARg SRC3 recr -3 and TR-FRET SRC-2 ct 1395.
Screening O=C(CN1C(=O)NC2(CCCC2)C1=O)Nc1ccccc1F returned bIAP activator 0.9, STAT3 act 95, PPARg SRC-2 ag 14, STAT3 blocker 4, ROMK primary -0.79, TNAP act hiacc 1, bIAP inh 6, STAT1 blocker 7, PPARg SRC-1 ag 7, PPARg SRC3 recr 22 and TR-FRET SRC-2 ct 1652.
Cc1nn2c(N3CCCC3)cc(C(C)C)nc2c1-c1ccccc1 was read as bIAP activator 0.7, STAT3 act 102, PPARg SRC-2 ag 5, STAT3 blocker 1, TNAP act hiacc 1, bIAP inh 34, STAT1 blocker -4, PPARg SRC-1 ag 2, PPARg SRC3 recr -9 and TR-FRET SRC-2 ct 1378.
For C=CCC(CC=C)(NC(=O)c1ccccc1C)c1ccccc1 the results were bIAP activator 0.9, STAT3 act 107, PPARg SRC-2 ag 2, STAT3 blocker -3, TNAP act hiacc 1, bIAP inh 7, STAT1 blocker -9, PPARg SRC-1 ag -7, PPARg SRC3 recr -5 and TR-FRET SRC-2 ct 1472.
`Cc1cc2ccccc2n1CCNC(=O)c1ccc(Br)o1` gave bIAP activator 1, PPARg SRC-2 ag 7, TNAP act hiacc 1, bIAP inh 3, STAT1 blocker -9, PPARg SRC-1 ag 2, PPARg SRC3 recr 6 and TR-FRET SRC-2 ct 1520.

Structural class, those above with a Cl atom
Cc1c(Cl)c([N+](=O)[O-])nn1CCCC(=O)NCCc1ccccc1 was read as bIAP activator 1, STAT3 act 104, PPARg SRC-2 ag 7, STAT3 blocker 1, ROMK primary -2.1, TNAP act hiacc 1.1, bIAP inh 2, STAT1 blocker -11, PPARg SRC-1 ag 2, PPARg SRC3 recr 4 and TR-FRET SRC-2 ct 1612.
Screening Cc1nc(Cl)c2oc3ccccc3c2n1 returned bIAP activator 0.9, STAT3 act 105, PPARg SRC-2 ag 0, STAT3 blocker -4, TNAP act hiacc 1, bIAP inh 13, STAT1 blocker -4, PPARg SRC-1 ag 2, PPARg SRC3 recr -3 and TR-FRET SRC-2 ct 1395.

(further entries)
`CCOc1cccc(NC(=O)CC#N)c1` gave bIAP activator 0.9, STAT3 act 100, PPARg SRC-2 ag -9, STAT3 blocker 3, ROMK primary 0.16, TNAP act hiacc 1, bIAP inh 9, STAT1 blocker -1, PPARg SRC-1 ag -7, PPARg SRC3 recr -4 and TR-FRET SRC-2 ct 1360.
`CC1CCCC(NC(=O)CNCc2ccccc2F)C1C` (centres undefined) gave bIAP activator 1.2, STAT3 act 99, PPARg SRC-2 ag 2, STAT3 blocker 9, ROMK primary 0.044, TNAP act hiacc 1, bIAP inh -21, STAT1 blocker -1, PPARg SRC-1 ag 7, PPARg SRC3 recr 3 and TR-FRET SRC-2 ct 1507.
For CCOC(=O)N1CCC(N2Cc3cccc(C(=O)NCc4ccc(C)cc4)c3C2=O)CC1 the results were bIAP activator 1, STAT3 act 113, PPARg SRC-2 ag -6, STAT3 blocker -6, TNAP act hiacc 1.1, bIAP inh -5, STAT1 blocker -2, PPARg SRC-1 ag 3, PPARg SRC3 recr -3 and TR-FRET SRC-2 ct 1354.
Screening Clc1ccc(Cc2nnc(-c3ccccc3Br)o2)cc1 returned bIAP activator 0.9, STAT3 act 92, PPARg SRC-2 ag 6, STAT3 blocker 9, ROMK primary -0.84, TNAP act hiacc 1, bIAP inh 5, STAT1 blocker -14, PPARg SRC-1 ag -6, PPARg SRC3 recr 1 and TR-FRET SRC-2 ct 1601.
For COc1ccc(/C=c2\sc3nc(=O)c(C)nn3c2=O)c(OC)c1 the results were bIAP activator 1.1, STAT3 act 99, PPARg SRC-2 ag 6, STAT3 blocker 3, ROMK primary 1.1, TNAP act hiacc 1, bIAP inh -10, STAT1 blocker -1, PPARg SRC-1 ag 19, PPARg SRC3 recr 7 and TR-FRET SRC-2 ct 1679.
`O=C(O)c1cn[nH]c1-c1cccc([N+](=O)[O-])c1` gave bIAP activator 1.1, STAT3 act 100, PPARg SRC-2 ag 11, STAT3 blocker 4, ROMK primary -0.11, TNAP act hiacc 1, bIAP inh -7, STAT1 blocker -19, PPARg SRC-1 ag 8, PPARg SRC3 recr 6 and TR-FRET SRC-2 ct 1483.
`N#Cc1ccc(Sc2nc3ccccc3[nH]2)cc1C#N` gave bIAP activator 1.2, STAT3 act 85, PPARg SRC-2 ag -3, STAT3 blocker 22, TNAP act hiacc 0.9, bIAP inh -24, STAT1 blocker -4, PPARg SRC-1 ag -3, PPARg SRC3 recr 0 and TR-FRET SRC-2 ct 1409.
`Cc1ccc(NC(=O)C2OCCc3ccccc32)cc1C` (centres undefined) gave bIAP activator 0.8, STAT3 act 93, PPARg SRC-2 ag -3, STAT3 blocker 12, ROMK primary 0.049, TNAP act hiacc 1, bIAP inh 18, STAT1 blocker -28, PPARg SRC-1 ag -1, PPARg SRC3 recr 1 and TR-FRET SRC-2 ct 1698.
`O=C(O)CN(C1CCCCC1)S(=O)(=O)c1ccc(F)cc1` gave bIAP activator 1, STAT3 act 105, PPARg SRC-2 ag 5, STAT3 blocker -3, ROMK primary 0.43, TNAP act hiacc 1, bIAP inh -3, STAT1 blocker 1, PPARg SRC-1 ag -2, PPARg SRC3 recr 5 and TR-FRET SRC-2 ct 1518.
`Cc1cccc(/C=N\NC(=O)c2ccccc2-n2cccc2)c1` gave bIAP activator 1.1, STAT3 act 91, PPARg SRC-2 ag -2, STAT3 blocker 12, ROMK primary 0.3, TNAP act hiacc 1, bIAP inh -7, STAT1 blocker -2, PPARg SRC-1 ag 10, PPARg SRC3 recr -3 and TR-FRET SRC-2 ct 1503.
CC(C)CN(CCCNC(=O)CN1C(=O)COc2ccc(S(=O)(=O)N3CCCC3)cc21)CC(C)C was read as bIAP activator 0.8, STAT3 act 93, PPARg SRC-2 ag 3, STAT3 blocker 14, ROMK primary -1.5, TNAP act hiacc 1, bIAP inh 24, STAT1 blocker 3, PPARg SRC-1 ag -3, PPARg SRC3 recr 3 and TR-FRET SRC-2 ct 1585.
CCC1c2ccc(C)n2CCN1C(=O)Nc1ccccc1C(=O)OC (centres undefined) was read as bIAP activator 1.1, STAT3 act 97, PPARg SRC-2 ag 8, STAT3 blocker 6, TNAP act hiacc 1, bIAP inh -13, STAT1 blocker 4, PPARg SRC-1 ag 5, PPARg SRC3 recr -2 and TR-FRET SRC-2 ct 1572.
Screening CCOC(=O)CCCCC(=O)c1[nH]c(=O)[nH]c1CSc1nc(-c2ccccc2)c(C#N)c(=O)[nH]1 returned bIAP activator 1.1, STAT3 act 103, PPARg SRC-2 ag 0, STAT3 blocker 0, TNAP act hiacc 1, bIAP inh -5, STAT1 blocker -4, PPARg SRC-1 ag 3, PPARg SRC3 recr -4 and TR-FRET SRC-2 ct 1608.
Screening COc1ccc(-c2nnc(SCC(=O)OC3CCCCC3)o2)cc1OC returned bIAP activator 1, STAT3 act 108, PPARg SRC-2 ag 15, STAT3 blocker -6, ROMK primary -0.19, TNAP act hiacc 1, bIAP inh 3, STAT1 blocker -6, PPARg SRC-1 ag 5, PPARg SRC3 recr -2 and TR-FRET SRC-2 ct 1681.

Screens: PubChem, several laboratories
